Screening data as filed in PubChem BioAssay.
HRas wt GTP bind: human HRas wildtype GTP binding, change in either direction | 190,000 compounds, 0.14% hits | GTP binding activity, % at 10 µM | GST-Ras wt beads, Bodipy-FL-GTP binding, flow cytometry; actives lie on both sides | P01112;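 active means GTP binding activity at least 20% away from the 100% baseline, either lowered as inhibitor or raised as activator; inconclusive means flagged as likely green fluorescent, judged across all proteins in the well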;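 further: 0% = unlabeled GTP competition control and 100% = no-compound control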
Target sequence (P01112 whole entry, looked up): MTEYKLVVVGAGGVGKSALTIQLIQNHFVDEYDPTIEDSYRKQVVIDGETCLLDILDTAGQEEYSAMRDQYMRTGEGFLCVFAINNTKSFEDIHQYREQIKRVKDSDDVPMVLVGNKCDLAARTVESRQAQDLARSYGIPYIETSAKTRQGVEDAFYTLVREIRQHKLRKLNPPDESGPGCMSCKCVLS
Bim-Bfl-1: human Bim-Bfl-1 interaction inhibition; Bead-based flow cytometry, Bim-Bfl-1 binding inhibition; 190,000 compounds, 0.12% hits; AID 1008; Q16548; inhibition, % at 10 µM;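 further: 0% = wells without compound plus tracer and 100% = blocker peptide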
Bcl-B Bim block: disrupts Bim peptide binding to human Bcl-B; inhibition, % at 10 µM; Q9HD36; bead-based flow cytometry; 190,000 compounds, 0.073% hits; AID 951;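 further: 0% = tracer peptide without compound and 100% = reference inhibitor peptide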
Rac1 wt GTP bind: modulators of human Rac1 wildtype GTP binding. P63000. GST-Rac1 beads, fluorescent GTP binding, flow cytometry; actives lie on both sides; 0 = cold GTP competed, 100 = untreated. GTP binding activity (% of control), % at 10 µM. 190,000 compounds, 0.27% hits;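 active means GTP binding activity at least 20 points away from the 100% control level, either lower or higher; inconclusive means compound flagged as likely green fluorescent, judged across all proteins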
Bcl-XL Bim block: disrupts Bim peptide binding to human Bcl-XL | bead flow cytometry, fluorescence | inhibition, % at 10 µM | 190,000 compounds, 0.04% hits | AID 1007
Target sequence (Q07817 whole entry, looked up): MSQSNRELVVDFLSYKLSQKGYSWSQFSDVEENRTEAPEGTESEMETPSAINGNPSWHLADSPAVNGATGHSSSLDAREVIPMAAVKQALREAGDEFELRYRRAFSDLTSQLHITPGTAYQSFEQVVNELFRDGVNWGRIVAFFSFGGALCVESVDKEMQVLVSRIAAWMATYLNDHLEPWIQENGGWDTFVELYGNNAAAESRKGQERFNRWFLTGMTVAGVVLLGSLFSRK
Bcl-2 Bim block: disrupts Bim peptide binding to human Bcl-2; Bead-based flow cytometry, Bim peptide-Bcl-2 binding; 190,000 compounds, 0.06% hits; inhibition, % at 10 µM; in the data active means inhibition above about 40%; inconclusive means no clear call, values can overlap the other calls;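 further: 0% = no compound wells with probe peptide and 100% = reference peptide inhibitor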
Target sequence (P10415 whole entry, looked up): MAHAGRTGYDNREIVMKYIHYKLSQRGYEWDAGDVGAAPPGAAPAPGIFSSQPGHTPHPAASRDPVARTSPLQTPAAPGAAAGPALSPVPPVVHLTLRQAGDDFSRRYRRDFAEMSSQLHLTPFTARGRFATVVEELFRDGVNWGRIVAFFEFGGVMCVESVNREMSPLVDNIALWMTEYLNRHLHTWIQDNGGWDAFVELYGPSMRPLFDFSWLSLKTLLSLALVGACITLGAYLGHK
Rac1 mut GTP: alters GTP binding to activated mutant human Rac1; P63000; 190,000 compounds, 0.11% hits; percent activity (GTP binding), % at 10 µM; GST-Rac1 activated beads, fluorescent GTP binding, flow cytometry; actives lie on both sides; 100% means binding = to untreated wells;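 active means GTP binding at least 20 percentage points away from the 100% baseline, in either direction, so actives lie on both sides; inconclusive means Compound likely fluorescent itself, or too few beads counted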
Rab2A wt mod: changes GTP binding to wildtype dog Rab2A, up or down; GTP binding activity, % at 10 µM; GST-Rab2 wt beads, Bodipy-GTP binding, flow cytometry; 190,000 compounds, 0.19% hits;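 active means GTP binding activity at least 20 points away from 100%, either lowered or raised; inconclusive means signal likely due to the compound's own green fluorescence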;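 further: 0% = beads with excess unlabeled GTP and 100% = no-compound control corrected for plate trend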
Bcl-W Bim block: human Bim-Bcl-W interaction inhibition; inhibition, % at 10 µM; bead-based flow cytometry, Bim peptide-Bcl-W binding; Q92843; 190,000 compounds, 0.02% hits; AID 952;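 further: 0% = bound tracer without compound and 100% = peptide blocker; higher means less fluorescent Bim peptide bound to Bcl-W beads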
Cdc42 wt: human Cdc42 wildtype GTP binding change, either direction; P60953; AID 761; GST-Cdc42 beads, Bodipy-GTP binding, flow cytometry; actives lie on both sides; 190,000 compounds, 0.2% hits; percent activity (GTP binding), % at 10 µM;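 active means percent activity GTP binding at least 20 points away from the 100% baseline, either down as inhibitor or up as activator; inconclusive means compound flagged as likely green fluorescent from well-wide comparison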;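 further: median bead fluorescence of bound Bodipy-FL-GTP at 100 nM; 0% = excess unlabeled GTP control and 100% = no compound control; below 100% means less GTP binding so inhibitor and above means activator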
Target sequence (P60953 whole entry, looked up): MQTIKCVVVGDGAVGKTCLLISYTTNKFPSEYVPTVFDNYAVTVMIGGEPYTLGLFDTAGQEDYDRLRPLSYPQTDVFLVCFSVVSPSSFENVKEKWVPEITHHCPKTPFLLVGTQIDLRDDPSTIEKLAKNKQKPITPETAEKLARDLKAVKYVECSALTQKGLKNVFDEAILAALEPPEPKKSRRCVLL
Rab7 wt modul: dog Rab7 wildtype GTP binding, inhibitors and activators; GST-Rab7 beads, fluorescent GTP binding, flow cytometry; actives lie on both sides; untreated = 100%, excess cold GTP = 0%; GTP binding activity (percent of control), % at 10 µM; 190,000 compounds, 0.055% hits;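 active means fluorescent GTP binding to Rab7 beads changed by at least 20 points from the 100% baseline, either direction, mostly lower; inconclusive means compound itself probably fluorescent, or too few beads counted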;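 further: median green fluorescence of bound Bodipy-FL-GTP per Rab7 bead population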
* marks the source's active call; other numbers are inactive results; ? = inconclusive. Unless noted, no stated cut-off is given here; in the data, active means inhibition above about 40%. No enrichment for hits; about 0.62% have a hit in one of these screens.

HRas wt GTP bind	Bim-Bfl-1	Bcl-B Bim block	Rac1 wt GTP bind	Bcl-XL Bim block	Bcl-2 Bim block	Rac1 mut GTP	Rab2A wt mod	Bcl-W Bim block	Cdc42 wt	Rab7 wt modul	Molecule
99	-15	-6	100	-2	-12	97	98	0	96	100	COCCN(Cc1cc2cc3c(cc2nc1Cl)OCO3)C(=O)Nc1ccccc1OC
98	4	4	99	-4	-1	98	100	0	102	105	COc1ccc(CNC(=O)c2coc(=O)c3ccccc23)cc1
99	-1	-3	103	-3	0	97	103	-3	99	97	CC(CCc1ccccc1)NC(=O)COc1ccc(S(=O)(=O)N2CCOCC2)cc1[N+](=O)[O-] (stereo not given)
100	0	1	98	0	0	100	103	1	99	97	COc1ccc(N2C(=O)CS/C2=C\[N+](=O)[O-])cc1
96	-4	0	97	-2	-5	99	98	0	99	108	CCOC(=O)N/N=C/c1c(C)c(C(=O)c2ccc(F)cc2)n2ccccc12
98	-10	-6	98	-7	-5	98	100	0	102	95	O=C(NCc1ccccc1)C1CCCN(S(=O)(=O)c2cccnc2)C1 (stereo not given)
104	-1	0	107	3	-2	99	102	8	102	104	CCC(=O)Nc1cccc(Br)c1
99	-2	-1	102	-1	-1	95	97	0	97	100	CC(C)c1ccc(S(=O)(=O)N2CCCCC2)cc1
102	-8	-9	102	-4	-5	99	100	-2	104	97	Cc1cc(-c2ccccc2)nc(N/N=C/c2ccc([N+](=O)[O-])cc2)n1
100	-1	-3	101	-2	0	96	100	2	101	101	COc1cccc(NC(=O)Nc2ccncc2)c1
97	1	-5	98	0	0	94	96	-3	95	100	Cn1c(SCC(=O)c2ccc3c(c2)NC(=O)CO3)nc2ccccc21
98	-2	2	99	0	-1	96	96	0	97	105	CCCCNS(=O)(=O)c1ccc2nc(-c3cccnc3)cc(C(=O)NCCCOCC)c2c1
77*	1	0	70*	5	2	86	75*	2	71*	101	Oc1ccc(NC(=S)N=Nc2c(O)[nH]c3ccccc23)cc1
97	-10	-9	99	-6	-10	97	98	2	98	101	CN(C)c1nc(C(=O)OCCO)nc(N(C)C)n1
102	-2	0	102	-7	-1	102	101	0	101	99	COc1ccc(/C=C/C(=O)Nc2cc(S(=O)(=O)N3CCCCC3)ccc2N2CCCCC2)cc1OC
92	3	-9	94	-5	0	93	92	-5	93	93	Cc1cc(C(F)F)nn1CC(=O)NC1C(=O)N2C(C(=O)O)=C(CSc3nnnn3C)CSC12 (stereo not given)
101	2	1	105	-4	-2	99	100	-4	103	101	O=[N+]([O-])c1cc(C(F)(F)F)ccc1NCCc1c[nH]c2ccccc12
98	2	0	102	-1	1	101	100	1	95	97	COc1ccc(-n2c(C)cc(C(=O)CN3C(=O)NC4(CCc5ccccc54)C3=O)c2C)cc1 (stereo not given)
102	-6	-6	101	-2	-3	97	97	-4	94	103	Cc1ccc(CN2CCN(Cc3ccc4ncccc4c3)CC2CCO)cc1 (stereo not given)
104	-1	-1	104	-3	-1	100	106	0	107	100	Cc1c(NC(=O)CSc2ccc(Cl)cc2)cccc1-c1nc2ncccc2o1
101	-14	-12	101	-17	-10	99	100	-4	100	102	CNc1nc(C)c(C#N)c(-c2ccccc2)c1C(C)=O
99	-4	-4	95	-2	-4	95	98	-1	98	100	COC(=O)N/N=C(\C)c1ccco1
99	2	2	104	-3	0	97	98	-1	103	98	COc1ccccc1C(=O)N1CC2(C)CC1CC(C)(C)C2 (stereo not given)
99	-2	-1	100	3	1	94	97	3	97	105	NC(=O)C(Cc1ccccc1)N1C(=O)c2ccccc2C1=O (stereo not given)
96	-6	-2	97	-1	-5	97	98	-2	98	97	CCc1ccc(NC(=O)C(=O)NCc2ccccn2)cc1
102	-23	-11	104	-9	-10	103	105	-6	106	100	COc1ccc(Cn2c(CCC(=O)O)nc3cccnc32)cc1
95	0	-2	102	-2	-7	96	98	-3	101	98	CCOC(=O)c1sc2nc(N3CCOCC3)c3c(c2c1N)CC(C(C)C)OC3 (stereo not given)
102	-11	-6	107	0	-7	102	101	0	100	103	COCCCn1c(SCc2cccc(C(F)(F)F)c2)nc2cc(OC)c(OC)cc2c1=N
97	-3	-3	98	-1	0	92	97	0	93	105	CN(C)S(=O)(=O)c1ccc(NC(=O)CN2CCC(Cc3ccccc3)CC2)cc1
98	-8	-2	95	-1	-5	97	96	-3	97	98	CCc1ccc(-c2cn(-c3nc(C)cc(C)n3)c(=N)o2)cc1
101	-6	-3	98	-1	-7	96	98	-1	97	107	COc1ccc(C(=O)NCc2ccncc2)cc1OC
98	-8	-4	100	-2	-2	96	97	0	98	101	O=c1[nH]c(C2CCCN(S(=O)(=O)c3ccccc3)C2)nc2c1nnn2Cc1ccccc1 (stereo not given)
106	-2	-2	104	0	0	101	107	-2	106	109	CN(Cc1ccccc1)S(=O)(=O)c1ccc(NS(C)(=O)=O)cc1
99	-12	-9	100	-7	-8	101	100	-4	97	92	Fc1ccc(-c2cc(-c3nnc4n3CCCCC4)c3ccccc3n2)cc1
99	-8	-9	100	-2	-5	95	97	-4	95	99	O=c1c2ccccc2ncn1-c1ccc(Cl)cc1[N+](=O)[O-]
101	-13	-31	105	-13	-21	100	101	3	104	103	Cc1csc(NC(=O)Cc2coc3cc(C)c(C(C)C)cc23)n1
99	0	-2	98	-2	-2	99	99	-3	100	98	Cn1ncc(C#N)c1/N=C/N1CCCCCC1
97	-2	-2	93	-4	-2	94	93	0	95	99	Cc1nn(-c2ccccc2)c(Cl)c1/C=N/Nc1ccc(Cl)c(C(=O)O)c1
92	-3	-1	95	0	-1	90	91	0	93	91	CC1(C(=O)OCC(=O)Nc2ccc3ccccc3c2)CC1(Cl)Cl (stereo not given)
74*	1	1	76*	7	1	81	77*	9	72*	88	N=C1/C(=C\c2ccc(SCc3ccco3)o2)C(=O)N=C2SC=NN12
98	-5	-2	102	-2	-3	100	98	-2	97	98	O=C(O)CNC(=S)N(Cc1ccccc1)Cc1ccccc1F
100	-2	-1	102	0	0	98	100	-4	100	101	COc1ccc(NC(=O)CSc2nc3ccccc3c(=O)n2-c2ccc3c(c2)OCO3)c(OC)c1
96	-15	-10	103	-4	-13	100	98	0	101	100	CC1(C)NC(=O)N(CCOc2cccc(Oc3ccccc3)c2)C1=O
99	-9	-15	104	-7	-18	97	98	-5	101	98	Cc1ccc(-c2cn3cc([N+](=O)[O-])ccc3n2)cc1
101	-20	-11	107	-13	-12	99	102	-2	104	101	Cc1onc(-c2c(F)cccc2Cl)c1C(=O)Nc1c(C)n(C)n(-c2ccccc2)c1=O
102	-3	0	103	-5	0	99	100	-1	101	96	CCCC(=O)Nc1cccc(NC(=O)c2cccc([N+](=O)[O-])c2C)c1
?	8	-7	?	1	3	?	?	3	?	?	Cn1ncc(N=Cc2c(O)ccc3ccccc23)c1C(=O)Nc1cccc(Cl)c1
96	-5	-3	100	0	-6	98	100	0	101	100	COc1ccc(CCN(Cc2cc3cc(C)ccc3[nH]c2=O)C(C)=O)cc1OC
98	-12	-7	98	3	-4	96	97	1	98	96	CCN(CCNC(=O)C1CCN(Cc2nc(-c3ccc(Cl)cc3)oc2C)CC1)c1ccccc1
101	-3	-1	99	-2	-4	94	101	-5	99	101	CCCCS(=O)(=O)/C=C\C1C2C=CC(C2)C1S(=O)(=O)CCCC (stereo not given)

Individual results from the results shown.
Bim-Bfl-1, `O=C(O)CNC(=S)N(Cc1ccccc1)Cc1ccccc1F` : -5
Bcl-W Bim block, `Cn1ncc(N=Cc2c(O)ccc3ccccc23)c1C(=O)Nc1cccc(Cl)c1` : 3

New compounds follow
HRas wt GTP bind	Bim-Bfl-1	Bcl-B Bim block	Rac1 wt GTP bind	Bcl-XL Bim block	Bcl-2 Bim block	Rac1 mut GTP	Rab2A wt mod	Bcl-W Bim block	Cdc42 wt	Rab7 wt modul	Molecule
105	-2	1	103	-4	-4	102	107	-6	103	99	Cc1nc2ccccc2c(=O)n1/N=C/c1c(O)ccc2oc3c(c12)CCCC3
96	-3	-3	95	0	-4	95	95	-5	96	95	COc1ccc(N(C(C)C(=O)NC2CCCCCC2)S(C)(=O)=O)cc1 (stereo not given)
94	6	0	92	0	8	93	95	0	95	93	C=CCN(c1ccccc1)S(=O)(=O)c1cc(C(=O)NC2=NCCS2)ccc1Cl
102	-1	-5	105	-2	-3	98	100	0	101	100	CCC(C(=O)OCC(=O)Nc1cc(Cl)cc(Cl)c1)c1ccccc1 (stereo not given)
97	0	-1	98	-2	-2	99	96	0	99	97	CCOc1ccc(C(=O)NCc2ccccc2)cc1Br
96	-3	-6	97	0	2	96	98	0	98	98	CC1=NN(c2ccccc2)C(=O)C1/C=C1\NC(=S)NC1=O (stereo not given)
